TNAP inh hi DEA: blocks human TNAP under high phosphate acceptor concentration; P05186; purified TNAP, CDP-star luminescence, 1 M DEA; inhibition, % at 20 µM; hit rate 0.03% among 200,000; AID 1135;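 active means over 50% inhibition of tissue-nonspecific alkaline phosphatase at 20 µM in the single-dose screen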;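 further: plate controls were DMSO wells for no effect and EDTA-quenched wells as full inhibition for full effect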
PMI act: phosphomannose isomerase (human) activation | AID 1214 | purified human PMI, coupled resazurin fluorescence, 20 min; active compounds read high; 1 = vehicle control, 0 substrate-free wells | activation factor at 20 µM | P34949 | hit rate 0.005% among 190,000;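 active means activation factor of 2 or more at 20 µM, relative to plate controls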
Target sequence (P34949 whole entry, looked up): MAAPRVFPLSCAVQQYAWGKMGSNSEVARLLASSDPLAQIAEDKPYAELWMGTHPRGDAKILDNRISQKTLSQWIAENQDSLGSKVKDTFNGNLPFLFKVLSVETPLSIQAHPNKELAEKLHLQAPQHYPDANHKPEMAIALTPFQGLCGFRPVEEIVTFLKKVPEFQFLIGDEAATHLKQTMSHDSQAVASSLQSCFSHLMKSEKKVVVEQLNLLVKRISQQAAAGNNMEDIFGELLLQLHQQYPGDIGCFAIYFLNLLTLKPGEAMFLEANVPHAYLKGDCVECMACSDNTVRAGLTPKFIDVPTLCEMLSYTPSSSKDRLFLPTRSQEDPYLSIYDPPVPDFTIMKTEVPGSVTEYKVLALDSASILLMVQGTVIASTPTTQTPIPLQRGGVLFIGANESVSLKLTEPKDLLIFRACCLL
TNAP inh noacc: TNAP (human) inhibition, acceptor-free conditions | P05186 | purified TNAP, CDP-star luminescence, 30 min | inhibition, % at 20 µM | hit rate 0.26% among 200,000;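 active means tissue-nonspecific alkaline phosphatase inhibition above about 50% at 20 µM in the single-dose screen, limit read from the data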;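 further: 0% = DMSO negative control and 100% = EDTA positive control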
FLuc stim CS: firefly luciferase counter-screen for stimulation assays | P08659 | 200,000 tested, under 10 active | ATPlite luciferase biochemical, luminescence, 10 min; 0 = ATP-free wells, 1 = DMSO control | activation factor at 10 µM;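 active means luciferase activation factor, scaled between plate controls, of at least 2 with compound at 10 µM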
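Assay system – cell-free luciferase reagent · Medium – PBS-based ATP solution · Dosing – test compounds dosed from 2 mM stocks in 100% DMSO · Timing – 10 min, room temperature · Technique – light output (luminescence) · Measure – luminescence gain marking luciferase activators · Controls – No-ATP low control, compound-free enzyme-plus-ATP high control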
TNAP act hi DEA: increases human TNAP activity under high phosphate acceptor concentration | P05186 | activation factor at 20 µM | 200,000 tested, under 10 active | AID 1136 | purified TNAP, CDP-star luminescence, 1 M DEA, 30 min; active compounds read high; 0 = EDTA background, 1 = DMSO-only activity;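 active means activation factor at least 2 at 20 µM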
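Control set: EDTA negative control, DMSO positive control / Assay system: human TNAP / Quantity: TNAP 1/800 final / Evaluation: TNAP activation factor scaled between EDTA and DMSO control wells / Measured by: luminescent substrate turnover signal / Compound dosing: one dose, 20 µM / Times: 30 min enzyme reaction at room temperature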
FLuc inh counter: counter-screen for luciferase assay inhibitors: firefly luciferase inhibition; ATPLite firefly luciferase biochemical luminescence, 10 min; inhibition, % at 10 µM; hit rate 1.5% among 200,000; P08659;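 active means inhibition above about 50% when tested at 10 µM, limit read from the data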
PMI act hi M6P: activators of human phosphomannose isomerase at near-saturating mannose 6-phosphate; P34949; coupled PMI enzyme assay, resazurin fluorescence, 20 min; active compounds read high; 1 = untreated enzyme, 0 = substrate-free blank; activation factor at 20 µM; hit rate 0.34% among 190,000; AID 1216;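 active means activation factor of 2 or more at 20 µM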
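Test system: human phosphomannose isomerase with PGI, G6PDH, diaphorase coupling enzymes; amount: 15 ng/mL PMI; incubation: enzyme reaction with compound 20 min at room temperature; technique: resorufin fluorescence (Ex 544/Em 590 nm) from resazurin via diaphorase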
APP 5'UTR act: APP 5'UTR luciferase reporter activation. hit rate 1% among 190,000. SH-SY5Y APP 5'UTR luciferase reporter, luminescence; zero percent = DMSO vehicle wells. activation, % at 2 µM. AID 1276;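 active means activation above a set limit, based on mean plus 3 SD of controls, cut at about 140% in these data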; further: values of inactives mirror those of a sister screen read the other way
bIAP activator: intestinal alkaline phosphatase (bovine) activation; activation factor at 20 µM; purified bovine IAP, CDP-star luminescence, 30 min; active compounds read high; fold of DMSO-control signal, blank-subtracted; hit rate 0.17% among 200,000;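 active means activation factor of 2 or more at 20 µM, a signal rise over negative controls twice the positive control's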
NF-kB neuron act: compounds increasing NF-kB expression in human neuronal cells | NF-kB reporter expression; active compounds read high | hit rate 1.6% among 190,000 | fold change at 12.5 µM | AID 1239; in the data active means fold change above about 3.3
Starred values were filed as active, the others as inactive; x = not tested or not shown. No enrichment for hits; any-hit rate near 3.6%.

SMILES	TNAP inh hi DEA	PMI act	TNAP inh noacc	FLuc stim CS	TNAP act hi DEA	FLuc inh counter	PMI act hi M6P	APP 5'UTR act	bIAP activator	NF-kB neuron act
Cc1c(C(=O)OC(C)CCN(C)C)oc2ccccc12 (configuration not stated)	-5	1	-10	1.1	1	-8	1	-18	1	1.1
CC(C(=O)NCc1ccccc1)N1C(=O)CN(C)C(=O)c2ccccc21 (configuration not stated)	-6	1.1	-15	1	1.1	-4	1.1	4	1	1.5
Cc1ccc(N2C(=O)CC(Sc3ncccc3C(=O)O)C2=O)cc1 (configuration not stated)	-1	1.1	-13	1	1	-3	1	27	0.9	1
CCc1cccc(C)c1NC(=O)C1=C(C(=O)O)CCCC1	-6	1.1	-12	1	1.1	-5	1.1	9	0.9	0.87
COCC1CCN(Cc2nc(COc3ccccc3)no2)C1 (configuration not stated)	-1	1.1	-7	1	1	-3	1	-13	1	1.1
Cc1ccc(O)c(NC(=O)c2ccco2)c1	-1	1	-10	0.8	1	18	1	59	0.9	2.6
CN1CCN(c2ccc([N+](=O)[O-])cc2C(=O)N2CCCCC2)CC1	1	1.1	-4	1.1	1	-6	1.1	11	0.9	1.3
O=C(CSc1nc2ccccc2s1)NCc1ccc2c(c1)OCO2	-4	1.2	-50	1.1	1	-6	1	-3	0.9	1.1
CCn1c(=N)n(CC(=O)C(C)(C)C)c2ccccc21	-4	1.1	1	1	1	2	1.2	-64	0.9	1.1
CCCCC(=O)Nc1ccc(NC(=S)NC(=O)CC(C)C)cc1OC	1	1	-10	1	1	0	0.9	5	1.1	1.1
CCSc1nc2ccccc2n1CC(=O)O	2	x	-4	1.1	1	-8	x	-11	0.9	1.2
O=C(NCC1CCN(C(=O)c2ccc([N+](=O)[O-])cc2)CC1)C(=O)Nc1ccccc1	1	1.1	-6	1	1	-1	0.9	28	0.9	1.4
COCCOc1ccc(C(F)(F)F)cc1NC(=O)c1ccccc1F	-1	1	-14	1	1	-3	1	-3	0.9	1
COc1ccc(/C(N)=N/OC(=O)Cc2ccccc2OC)cc1	-3	1	-8	1	1	2	1.1	29	1	2.2
O=C1NC(=O)C2C1C(c1cccs1)NN2Cc1ccccc1 (configuration not stated)	-2	1.2	-8	1	1	4	1.2	0	1.1	1.1

Reprinted from the part before: 5 compounds; new compounds follow.
SMILES	TNAP inh hi DEA	PMI act	TNAP inh noacc	FLuc stim CS	TNAP act hi DEA	FLuc inh counter	PMI act hi M6P	APP 5'UTR act	bIAP activator	NF-kB neuron act
CCSc1nc2ccccc2n1CC(=O)O	2	x	-4	1.1	1	-8	x	-11	0.9	1.2
O=C(NCC1CCN(C(=O)c2ccc([N+](=O)[O-])cc2)CC1)C(=O)Nc1ccccc1	1	1.1	-6	1	1	-1	0.9	28	0.9	1.4
COCCOc1ccc(C(F)(F)F)cc1NC(=O)c1ccccc1F	-1	1	-14	1	1	-3	1	-3	0.9	1
COc1ccc(/C(N)=N/OC(=O)Cc2ccccc2OC)cc1	-3	1	-8	1	1	2	1.1	29	1	2.2
O=C1NC(=O)C2C1C(c1cccs1)NN2Cc1ccccc1 (configuration not stated)	-2	1.2	-8	1	1	4	1.2	0	1.1	1.1
O=C(COc1ncnc2scc(-c3ccc(F)cc3)c12)NCc1ccco1	-2	1	-10	1	1	-3	1	-2	1.2	0.97
O=C(NCc1cccnc1)c1csc2c1CCCC2	4	1	-18	1.1	1	-5	1	-10	1	1.1
Cc1occc1C(=O)Nc1cccc([N+](=O)[O-])c1	-1	0.9	-5	1	1	-2	1	10	0.9	1.3
COc1ccc(C2N(C(=O)c3ccccc3)CCN2C(=O)c2ccc(C)cc2)cc1 (configuration not stated)	-8	1	-11	1.1	1.1	-8	1	-6	1	0.98
CN1C(=O)N(C)C2(c3ccccc3)N(C(C)(C)C)C(=O)NC12c1ccccc1 (configuration not stated)	2	1	-1	1	1	-2	0.9	3	0.9	1.2
COc1ccccc1-c1nn2c(=O)cc(C)nc2s1	-6	0.8	-11	0.8	1.1	16	0.9	9	1	1.5
Cc1nc(-c2ccccc2)c(-c2ccccc2)[nH]1	2	0.9	-3	1	1	-3	0.9	12	1	1.1
O=C(N/N=C/c1ccc[nH]1)c1ccc(Cl)cc1	-4	1.4	-19	0.4	1	57*	1	6	1.1	2.2
COc1cc(-c2nc(-c3cccnc3)no2)cc(OC)c1OC	2	1.1	-2	1	1	2	1.1	0	1	1.2
O=C(CNCc1cccs1)Nc1ccc(S(=O)(=O)N2CCCCC2)cc1	-4	1	-10	1	1	-4	1.1	-15	1	1.1
CN1CCN(Cc2nc(Cc3ccccc3)no2)CC1c1ccccc1 (configuration not stated)	x	1	-7	1	x	-2	1	-9	1.2	0.85
O=C(O)c1ccccc1C(=O)Nc1ccc(Oc2ccc3ccccc3c2)cc1	-6	1	-11	0.9	1.1	6	1	-22	0.9	x
COc1ccc(CN(CC2CCCO2)S(=O)(=O)c2ccc(C(=O)O)cc2)cc1OC (configuration not stated)	-6	1.1	-8	1	1.1	-3	1.2	-34	1	1.1
Cc1ccc(NC(=O)C(NCc2ccccn2)c2ccccc2)cc1 (configuration not stated)	-4	1.1	-13	0.9	1	11	1.1	55	1.5	3.2
CCCCNC(=O)/C(C#N)=C/c1ccc2c(c1)OCCO2	-1	0.9	-18	0.7	1	30	0.9	5	1.5	0.87
O=C(NNC(=O)c1ccccc1O)c1ccc(Cl)cc1	-1	1.1	-56	0.5	1	48	1.1	38	1.1	1.5
COc1ccc(/C=N/NC(=O)c2cccc(OC(F)(F)C(F)F)c2)c(OC)c1OC	-3	0.9	1	1.1	1	-7	0.9	2	1	0.91
Cc1ccc(-c2csc(N3N=C(c4ccccc4)/C(=C\c4ccc(N(C)C)cc4)C3=O)n2)cc1	14	0.9	18	1	0.9	0	1	17	0.7	1.5
COc1ccc(CCNC(=O)c2ccc(=O)[nH]n2)cc1OC	-4	0.9	-8	1.1	1	-6	0.9	5	1	1
Cc1cc(NC(=O)c2ccc(S(=O)(=O)N3CCOCC3)cc2)nc2c1c(=O)oc1ccccc12	2	0.9	-5	1	1	3	0.9	-4	1	0.87
CC(=O)Nc1c(C)nn(-c2ccc(C)c(C)c2)c1C	-2	1	-8	1.1	1	-6	0.9	2	0.9	1.1
Cc1ccc(C(=O)NCCOc2cccc(C)c2)cc1	-4	1	-6	1	1	-2	1	14	1	1.8
COC(=O)c1cnc(SC)nc1C	3	0.9	-12	1	1	-2	0.9	16	1	1.4
CC(C(=O)Nc1ccc(OCc2ccccc2)cc1)N1CCCC1 (configuration not stated)	-2	1.1	2	1	1	0	1	21	1	1.6
Cc1cc(C(=O)Nc2cccc3ccccc23)n(-c2ccccc2)n1	-7	1.1	-4	1.1	1.1	-5	0.8	15	0.9	0.88
CCn1ncc(Br)c1C(=O)Nc1ccccc1OC	-3	1	-6	1.1	1	-7	1.1	12	0.9	1
O=C(N/N=C/c1ccc([N+](=O)[O-])o1)c1cc2c(ccc3ccccc32)o1	25	1.3	11	1	0.7	0	1.1	16	0.8	1.1
O=C1CC(c2ccc(F)cc2)Sc2nc(-c3ccccc3)c(-c3ccccc3)n21 (configuration not stated)	-6	1.2	-13	1.1	1.1	-10	1.1	11	1	0.98
CCOC(=O)c1cnc2c(C(=O)OC)cccc2c1NCCN1CCOCC1	-4	0.9	-7	1.1	1	-10	0.9	-2	0.9	1.2
CCOC(=O)c1c(NC(=O)CSc2nnc(-c3ccco3)o2)sc(C(C)=O)c1C	0	0.9	-8	1	1	-4	1	0	0.9	0.95
O=C(Cc1cccc2ccccc12)N/N=C/c1ccc(Sc2cccc3cccnc23)o1	-3	0.9	-10	1.1	1	-6	1	-54	0.9	0.7
CC(=O)c1sc(-c2ccc(Cl)cc2)nc1C	-6	1	-14	1	1.1	-4	1	36	0.9	1.4
O=C(O)CC(Cc1ccc(Br)cc1)C(=O)O (configuration not stated)	-1	1	-7	1	1	-3	1	1	1	1.2
COc1cc(C(=O)N(CCc2ccccc2)C2=CC3CCC(C2)N3C)cc(OC)c1OC (configuration not stated)	-7	1.2	-7	1	1.1	-5	1.2	52	0.9	1.1
CCc1ccc2[nH]c(=O)c(CN(CCN(CC)CC)C(=S)NCc3ccco3)cc2c1	-8	1	-1	1.1	1.1	-6	1.1	-7	1.2	0.77
COCc1cc(=O)[nH]c(/N=C(\N)Nc2ccc(Oc3ccccc3)cc2)n1	-12	1	-30	1	1.1	1	1	-3	1.5	0.79
CC(C)N(C(=O)N1CCC(c2nc(-c3ccncc3)no2)CC1)C(C)C	-4	0.8	-4	1	1	0	0.8	-8	1	0.75
COc1ccc(-n2nc3cc(C)c(NC(=O)CC(C)C)cc3n2)cc1	-5	1.1	-15	1	1	2	1.1	37	0.9	1.1

Assay outcomes: PubChem BioAssay, several laboratories
